a7 integrin act: activators of alpha7 integrin expression for muscular dystrophy. 350,000 tested, 0.064% active. Potency, µM (highest dose often 38.3 µM), without a hit: at the top dose activation, actives largely listed as activators. alpha7betagal myoblasts, beta-gal FDG fluorescence, 48 h;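 note: potency is the fitted concentration of half-maximal effect; 100% = response of the positive control SU9516; nearly all actives have a fitted effect of over 60% in size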
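Alpha7betagal+/- myoblasts (passage 13) were plated 16-24 hr, then exposed to compounds (1:260 dilution of DMSO stock) for 48 hours at 37C. After MPER lysis, β-galactosidase reporter activity was read as FDG fluorescence (ex 480/em 540) after 30 minutes.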
Menin-MLL TR inh: menin-MLL binding inhibition, Texas Red mutant peptide. Menin + Texas Red MLL mutant peptide, fluorescence polarization. O00255. 270,000 tested, 0.23% active. Potency, µM (doses to about 61.6 µM), inactives show at the highest dose FP activity change, negative = inhibition, hits mostly inhibitors; active = well fitted inhibition curve with a large enough effect in the polarisation, with a control signal flat, not every such curve was filed as active; inconclusive = small, poorly fitted or top-dose-only effect, or effect the other way, or a change in a side signal; inactive = no such curve, though single readings can be large or run the other way; the % refers to the polarisation; note: potency is the fitted concentration of half-maximal effect; % of control where 0% means no effect; many of its hits are not listed in these tables
PTAP TSG101 blk: blocks PTAP/TSG101 interaction to inhibit HIV-1 budding. Q99816. Fluorescence polarization, FITC-PTAP peptide / Tsg101 binding. Potency, µM (series often up to 115 µM), without a hit: at the top dose activity change, negative = inhibition, actives largely listed as inhibitors. 340,000 tested, under 10 active. AID 493005; active = well fitted inhibition curve with a large enough effect in the main read-out, with a control signal flat, not every such curve was filed as active; inconclusive = small, poorly fitted or top-dose-only effect, or effect the other way, or a change in a side signal; inactive = no such curve, though single readings can be large or run the other way; note: potency is the fitted concentration of half-maximal effect; % of control where 0% means no effect
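Tsg101 binding domain (10 uM final) was mixed with compound and a FITC-labeled PTAP peptide (50 nM final) in HEPES pH 7.5 buffer with NaCl, Tween 20, EDTA and TCEP; fluorescence polarization was read after 20 min at r.t.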
TCR act: activates T cell receptor signaling | AID 504894 | Potency, µM (doses to about 9.22 µM), inactives show top-dose activation of IL-2 secretion, usual class: activators | 330,000 tested, under 10 active | primary human leukocytes, anti-CD3, IL-2 HTRF, 48 h; note: % of control where 0% means no effect
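HTRF read-out of IL-2 secretion: europium cryptate donor excited at 320nm, d2 acceptor emission at 665nm. Cells were primary human leukocytes incubated 48 hr with compounds and a-CD3 beads, supplying TCR signal only.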
Mito fusion yeast: blocks mitochondrial division or promotes mitochondrial fusion. S. cerevisiae fusion-defective mutant growth rescue, CellTiterGlo 48 h. Potency, µM (highest dose often 46.1 µM), for inactives: at the top dose growth rescue (activation), hits mostly activators. 320,000 tested, 0.23% active;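 note: potency is the fitted concentration of half-maximal effect; % of control where 0% means no effect; nearly all actives have a fitted effect of over 45% in size; temperature-sensitive fusion mutants such as fzo1-1 at 37 °C on non-fermentable ethanol glycerol medium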
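Temperature-sensitive fusion-defective S. cerevisiae (e.g. fzo1-1, mgm1-5) were grown with compound in YPEG medium (3% ethanol, 3% glycerol) for 48 hours at 37C. Growth rescue was measured as viability by CellTiterGlo luminescence after 10 minutes at ambient.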
MBNL1-CUG inh: MBNL1-poly(CUG) RNA binding inhibition; Q9NR56; TR-FRET MBNL1-His/biotin-(CUG)12 binding, 665/545 ratio; Potency, µM (doses to about 57.5 µM), inactives show at the highest dose activity change, negative = inhibition, most hits filed as inhibitors; 280,000 tested, 0.036% active; active = well fitted inhibition curve with a large enough effect in the signal ratio, with a control signal flat, not every such curve was filed as active; inconclusive = small, poorly fitted or top-dose-only effect, or effect the other way, or a change in a side signal; inactive = no such curve, though single readings can be large or run the other way; the % refers to the signal ratio; note: potency is the fitted concentration of half-maximal effect; % is set by controls: 0 for no effect and ±100 for the full control effect
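TR-FRET readout: Ex 340 nm, 665/545 nm emission ratio, normalized to buffer-only (basal) and MBNL1-(CUG)12 controls. Complex of MBNL1-His with Biotin-(CUG)12, compounds 92 nM–58 uM, incubated 60 min at room temperature.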
MLL CXXC-DNA inh: inhibitors of human MLL CXXC domain-DNA interaction | Q03164 | MLL-CXXC / FITC-HOXA9 DNA fluorescence polarization | Potency, µM (doses to about 115 µM), for inactives: at the highest dose activity change, negative = inhibition, most hits filed as inhibitors | 290,000 tested, 0.037% active | AID 2662; active = well fitted inhibition curve with a large enough effect in the polarisation, with a control signal flat, not every such curve was filed as active; inconclusive = small, poorly fitted or top-dose-only effect, or effect the other way, or a change in a side signal; inactive = no such curve, though single readings can be large or run the other way; the % refers to the polarisation; note: potency is the fitted concentration of half-maximal effect
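Steps: dispense CXXC domain solution (7 uM) → pin compounds or unlabeled HOX-A9 DNA control → 5 min ambient → add FLSN-HOX-A9 solution (50 nM) → spin → 30 min ambient → fluorescence polarization. Tris pH 7.5/NaCl/DTT/BSA buffer.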
A-T KAP1 phos: potential ataxia-telangiectasia treatment; […] A-T fibroblasts, KAP-1 phosphorylation AlphaLISA; neocarzinostatin DNA damage 30 min before lysis; Potency, µM (series often up to 57.5 µM), for inactives: top-dose activation, most hits filed as activators; 320,000 tested, 0.19% active; AID 485349; note: potency is the fitted concentration of half-maximal effect; % of control where 0% means no effect; nearly all actives have a fitted effect of over 45% in size
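ATM-like activity read as KAP-1 phosphorylation via AlphaLISA donor/acceptor antibody pairs after lysis and 6 hr at 25C. Cells were ATM-null patient fibroblasts ([…], hTERT), dosed 60 min, then exposed to the DSB inducer NCS for 30 min.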
ASM inhibitor: inhibitors of human secretory acid sphingomyelinase; P17405; placental ASM, HMU-PC fluorogenic substrate, 60 min; Potency, µM (highest dose often 57.5 µM), for inactives: at the top dose activity change, negative = inhibition, most hits filed as inhibitors; 340,000 tested, 0.006% active; AID 504937; note: potency is the fitted concentration of half-maximal effect
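Fluorogenic HMU-PC substrate (9 uM final) is turned over by placental ASM in 60 min at 37 C after a 10 min compound preincubation. Reaction ended by alkaline stop (pH 10), with fluorescence read at 386/447 nm.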
TSHR antag: human thyrotropin receptor antagonism | P16473 | TSHR-expressing cells, TSH-stimulated cAMP HTRF, 2 h; active compounds read low | activity change, negative = inhibition, % at 11.5 µM | 330,000 tested, 0.2% active | AID 504810;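 active = activity change below a set negative limit, meaning inhibition stronger than a set level, cut at about -70% in these data; inconclusive = activity change between two set negative limits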; note: % is set by controls: 0 for no effect and ±100 for the full control effect
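TSHR-expressing cells were treated with compounds, then stimulated with TSH at EC80 (4nM final) for 2 hours at 37 deg C. Cellular cAMP was measured by HTRF competition between lysate cAMP and cAMP-d2 for a cryptate-labelled anti-cAMP antibody.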
* marks the source's active call; other numbers are inactive results; ? = inconclusive; / = no result given; [ ] = dose if it differs, or a comment. Unless noted, calls come from the whole dose curve; as a rule, active = well fitted curve in the direction sought with a large enough effect; inconclusive = small, poorly fitted or top-dose-only effect, or another doubt; inactive = no such curve, though single readings can be large; an effect the other way counts as inactive or inconclusive.

A first look, 7 compounds:
Values in the order: a7 integrin act	Menin-MLL TR inh	PTAP TSG101 blk	TCR act	Mito fusion yeast	MBNL1-CUG inh	MLL CXXC-DNA inh	A-T KAP1 phos	ASM inhibitor	TSHR antag
> COc1ccccc1OCC(=O)NNC(=O)c1cccs1
  11%	1%	-1%	-1%[46.1 µM]	2%	/	32%[activator]	3%	2%	6
> COc1ccc(CNC(=O)C2CCN(c3nn4c(=O)cc(C)nc4s3)CC2)cc1
  ?	-17%	3%	3%	-10%	-9%	10%	1%	-3%	-4
> CCN1C(=O)/C(=C2\C=Cc3cc(C)ccc3N2CC)OC1=S
  2%	-15%	-5%	-3%[46.1 µM]	0%	38%[activator]	4%	-4%	-6%	-11
> COc1nc(OC)nc(N2CCC(C(=O)Nc3cccc4ccccc34)CC2)n1
  -2%[7.66 µM]	-14%	0%	5%	7%	-5%	4%	2%	-6%	-5
> CCOC(=O)C1C(=O)CC(C)(O)C(C(=O)OCC)C1c1ccc(NC(C)=O)cc1 (stereo not drawn)
  6%	0%	-4%	0%	-2%	-5%	-5%	0%	1%	2
> Fc1ccc(C2=CSC3=NCCN23)cc1
  0%	2%	-1%	-6%	-5%	-2%	-12%	-7%	1%	-2
> O=C(Nc1ccnn1C1CCN(Cc2ccc3nonc3c2)CC1)c1cccc(F)c1
  -8%	/	-6%	-4%	4%	?	13%	3%	-1%	-21

This part in full, repeating the preview:
Values in the order: a7 integrin act	Menin-MLL TR inh	PTAP TSG101 blk	TCR act	Mito fusion yeast	MBNL1-CUG inh	MLL CXXC-DNA inh	A-T KAP1 phos	ASM inhibitor	TSHR antag
> COc1ccccc1OCC(=O)NNC(=O)c1cccs1
  11%	1%	-1%	-1%[46.1 µM]	2%	/	32%[activator]	3%	2%	6
> COc1ccc(CNC(=O)C2CCN(c3nn4c(=O)cc(C)nc4s3)CC2)cc1
  ?	-17%	3%	3%	-10%	-9%	10%	1%	-3%	-4
> CCN1C(=O)/C(=C2\C=Cc3cc(C)ccc3N2CC)OC1=S
  2%	-15%	-5%	-3%[46.1 µM]	0%	38%[activator]	4%	-4%	-6%	-11
> COc1nc(OC)nc(N2CCC(C(=O)Nc3cccc4ccccc34)CC2)n1
  -2%[7.66 µM]	-14%	0%	5%	7%	-5%	4%	2%	-6%	-5
> CCOC(=O)C1C(=O)CC(C)(O)C(C(=O)OCC)C1c1ccc(NC(C)=O)cc1 (stereo not drawn)
  6%	0%	-4%	0%	-2%	-5%	-5%	0%	1%	2
> Fc1ccc(C2=CSC3=NCCN23)cc1
  0%	2%	-1%	-6%	-5%	-2%	-12%	-7%	1%	-2
> O=C(Nc1ccnn1C1CCN(Cc2ccc3nonc3c2)CC1)c1cccc(F)c1
  -8%	/	-6%	-4%	4%	?	13%	3%	-1%	-21
> CCN1C(C(=O)Nc2cc(C)on2)=C(O)c2ccccc2S1(=O)=O
  -5%	6%	-8%	-3%	21%	2%	-3%	7%	0%	-1
> CCCCS/C(N)=N/N=C/c1ccccc1O
  -12%	?	-5%	2%	3%	3%	8%	-1%	2%	-12
> O=[n+]1cc(-c2cc3ccccc3o2)n([O-])c2c1CCCC2
  5%	-15%	-7%	/	9%	?	-12%	-4%	28%	-1
> COC(=O)c1nc(N)sc1C
  5%	-2%	-2%	-3%	1%	-1%	-3%	4%	7%	6
> CCOc1cc(-c2nc3ccccn3c2NCC2CCCO2)ccc1O (stereo not drawn)
  0%	-9%	-2%	-2%	2%	22%	7%	-7%	59%[activator]	-12
> O=C(COc1ccc2ccccc2c1)Nc1cccc2c1C(=O)NC2=O
  /	-3%	/	/	1%	-3%	-11%	0%	/	-2
> Cc1nnc(SCC(=O)Nc2sc3c(c2C#N)CCCC3)[nH]c1=O
  13%	0%	-1%	4%	1%	-5%	-1%	2%	4%	-15
> Cc1ccc(-c2noc(/C=C/c3ccccc3)n2)cc1
  4%	8%	1%	/	1%	-10%	5%	9%	14%	15
> O=C(OCC(O)C(O)C(O)C(SCc1ccccc1)SCc1ccccc1)c1ccccc1 (stereo not drawn)
  6%	/	-3%	-2%	/	/	/	/	-25%	/
> CC(C)[C@H](NC(=O)c1ccco1)C(=O)OCC(=O)Nc1ccc(F)cc1
  -15%	-2%	-5%	-1%	-5%	-5%	4%	8%	1%	4
> Nc1nonc1-c1noc(COc2ccccc2Cl)n1
  -7%	?	-6%	-12%	4%	-2%	7%	-7%	2%	-13
> COC(=O)CC1=C(C(=O)OC)[C@@H](c2ccccc2[N+](=O)[O-])C(C#N)=C(N)O1
  3%	/	-2%	2%	1%	11%	1%	3%	17%	-3
> O=C1CCCCN1CCC(=O)N1CCCC(Nc2ccc(F)c(F)c2)C1 (stereo not drawn)
  9%	/	-4%	9%	-10%	-6%	10%	7%	4%	10
> CCC(=O)OCC(=O)[C@@]1(OC(=O)CC)[C@@H](C)C[C@H]2[C@@H]3CCC4=CC(=O)C=C[C@]4(C)[C@@]3(Cl)[C@@H](O)C[C@@]21C
  /	/	-5%	-13%	?	/	/	-1%	0%	-6
> Cc1ccc(-c2nnc(SCC(=O)NC3CCS(=O)(=O)C3)nc2-c2ccc(C)cc2)cc1 (stereo not drawn)
  -31%	2%	-1%	-6%[46.1 µM]	-6%	/	?	0%	-1%	-1
> O=C(c1ccc([N+](=O)[O-])cc1)N1CCN(C(=O)c2cccs2)CC1
  23%	6%	-5%	-4%[46.1 µM]	0%	/	16%	0%	12%	5
> Cc1ccc2c(c1)CC1(CN2C)C(=O)OC(C)(C)OC1=O
  -26%[7.66 µM]	/	-12%	/	-4%	4%	11%	0%	3%	0
> CCOC(=O)c1sc(/N=C/c2c(C)[nH]n(-c3ccccc3)c2=O)c(C#N)c1C
  /	11%	/	/	0%	6%	?	-2%	/	3
> Cn1c(N)c(C(=O)CSc2nc(N)cc(N)n2)c(=O)n(C)c1=O
  4%	1%	-2%	-12%	-9%	-8%	5%	0%	-1%	0
> CCCOC(=O)CC1C(=O)NCCN1C(=O)OC(C)(C)C (stereo not drawn)
  7%	1%	0%	6%	4%	1%	5%	4%	5%	-6
> Cc1onc(-c2ccccc2)c1-c1n[nH]c(=S)n1-c1ccccc1Cl
  14%	-14%	-10%	-7%	-3%	0%	0%	0%	-1%	-6
> CN(C)S(=O)(=O)N(CC(=O)Nc1ccccc1)c1ccccc1
  21%	0%	4%	-1%[46.1 µM]	-2%	-4%	5%	3%	1%	4
> NC(=O)/C(=C\c1cccnc1)NC(=O)c1ccccc1
  -13%	-3%	2%	2%	-3%	-4%	1%	4%	0%	13
> CCOC(=O)C1CCCCN1C(=O)CCc1nnc(-c2ccc3c(c2)OCO3)o1 (stereo not drawn)
  -4%	/	-4%	3%	/	/	/	/	1%	/
> Cc1ccc(OCC(=O)N/N=C2\CC(=O)CC(C)(C)C2)c(Br)c1
  13%	/	-2%	0%	1%	-2%	5%	3%	1%	4
> O=C(OCC(=O)N1CCOCC1)c1ccc2ccccc2c1
  0%	/	-2%	-1%	-3%	/	/	5%	0%	6
> O=C(NCC1CCCO1)/C(=C\c1ccccc1)NC(=O)c1ccccc1 (stereo not drawn)
  -15%	-6%	-1%	-5%	6%	9%	0%	3%	0%	29
> CCOC(=O)C1CCCN(S(=O)(=O)c2ccccc2)C1 (stereo not drawn)
  -6%	-8%	-6%	4%	-4%	-25%	5%	-5%	-1%	16
> C[C@H]1CN(CCc2ccccc2)C(=O)[C@@H]1CC(=O)NCc1ccccc1
  21%	-24%	-1%	-3%	1%	-2%	0%	-12%	0%	5
> CCCn1cnc2sc(CC)cc2c1=O
  ?	-2%	-4%	9%[46.1 µM]	?	10%[11.5 µM]	13%	1%	9%	12
> Cn1cc(Br)c(C(=O)Nc2nccs2)n1
  -2%	-9%	0%	-4%[46.1 µM]	-18%	26%[11.5 µM]	-3%	-3%	-2%	-4

An excerpt (hit frequency here may not be typical).
